Compound activity as filed in PubChem BioAssay.
BaF3 parental = counter-screen for JAK2V617F inhibitors: parental Ba/F3 viability inhibitors; CellTiter-Glo ATP luminescence; inhibition, % at 5.6 µM; 220,000 compounds, 1.1% hits; AID 1486;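 active = inhibition above a per-campaign cutoff, the mean inhibition of all tested compounds plus 3 SD, cut at about 27% in these data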;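 also: 0% = DMSO wells and 100% = JAK Inhibitor I control wells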
NPY-Y2 PAM-ag = potentiators or agonists of human neuropeptide Y receptor Y2; P49146; cells expressing NPY-Y2, potentiator/agonist read-out; activation, % at 3.6 µM; 220,000 compounds, 0.45% hits; AID 1359; in the data active = activation above about 27%;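 also: cells stimulated with NPY near EC25 plus isoproterenol at EC100; 0% = vehicle plus submaximal agonist and 100% = vehicle plus saturating agonist; some results beyond the cut were filed as inactive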
eIF4E-4G inh = blocks eIF4E binding to eIF4G. P63073+Q04637. TR-FRET eIF4E-eIF4GI(517-606) binding, 2 h. inhibition, % at 21.7 µM. 220,000 compounds, 0.37% hits;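 active = inhibition above about 30%, limit read from the data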;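 also: 0% = full FRET control wells and 100% = background wells lacking eIF4GI fragment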
MDM2 E3 inh = inhibitors of human Mdm2 E3 ubiquitin ligase. signal enhancement, % at 5 µM. Q00987. AID 1230. cell-based MDM2 ubiquitination luciferase reporter, 2 h; 0 = plate control, 100 = twice control, blank-subtracted. 210,000 compounds, 0.11% hits;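 active = signal enhancement of 30% or more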;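 also: luminescence tracks abundance of the self-degrading MDM2-luciferase fusion protein; higher signal means inhibition of MDM2 E3 ligase activity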
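Assay system: mammalian cells stably expressing self-ubiquitinating, self-degrading MDM2 E3–luciferase fusion. Quantity: 2000 cells in each well. Medium: DMEM culture medium. Compound dosing: single-point 5 µM. Timing: cell settling 4 h, compound treatment 2 h, both 37 °C. Technique: luciferase luminescence. Read-out basis: percent signal gain over controls, blank-subtracted. Benchmarks: plate controls and plate blanks.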
PERK inhibitor = inhibitors of human PERK kinase; 220,000 compounds, 0.17% hits; CHO PERK-DD fusion, SEAP luminescence translation reporter; inhibition, % at 5.6 µM;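 active = inhibition above the mean inhibition of all tested compounds plus 3 SD, set separately per screening campaign, cut at about 2.9% in these data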;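 also: PERK kinase domain activated by AP20187 dimerizer at 100 nM; 0% = DMSO with dimerizer and 100% = rapamycin at 8.4 µM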
Target sequence (Q9NZJ5 whole entry, looked up, the tested form may be a part): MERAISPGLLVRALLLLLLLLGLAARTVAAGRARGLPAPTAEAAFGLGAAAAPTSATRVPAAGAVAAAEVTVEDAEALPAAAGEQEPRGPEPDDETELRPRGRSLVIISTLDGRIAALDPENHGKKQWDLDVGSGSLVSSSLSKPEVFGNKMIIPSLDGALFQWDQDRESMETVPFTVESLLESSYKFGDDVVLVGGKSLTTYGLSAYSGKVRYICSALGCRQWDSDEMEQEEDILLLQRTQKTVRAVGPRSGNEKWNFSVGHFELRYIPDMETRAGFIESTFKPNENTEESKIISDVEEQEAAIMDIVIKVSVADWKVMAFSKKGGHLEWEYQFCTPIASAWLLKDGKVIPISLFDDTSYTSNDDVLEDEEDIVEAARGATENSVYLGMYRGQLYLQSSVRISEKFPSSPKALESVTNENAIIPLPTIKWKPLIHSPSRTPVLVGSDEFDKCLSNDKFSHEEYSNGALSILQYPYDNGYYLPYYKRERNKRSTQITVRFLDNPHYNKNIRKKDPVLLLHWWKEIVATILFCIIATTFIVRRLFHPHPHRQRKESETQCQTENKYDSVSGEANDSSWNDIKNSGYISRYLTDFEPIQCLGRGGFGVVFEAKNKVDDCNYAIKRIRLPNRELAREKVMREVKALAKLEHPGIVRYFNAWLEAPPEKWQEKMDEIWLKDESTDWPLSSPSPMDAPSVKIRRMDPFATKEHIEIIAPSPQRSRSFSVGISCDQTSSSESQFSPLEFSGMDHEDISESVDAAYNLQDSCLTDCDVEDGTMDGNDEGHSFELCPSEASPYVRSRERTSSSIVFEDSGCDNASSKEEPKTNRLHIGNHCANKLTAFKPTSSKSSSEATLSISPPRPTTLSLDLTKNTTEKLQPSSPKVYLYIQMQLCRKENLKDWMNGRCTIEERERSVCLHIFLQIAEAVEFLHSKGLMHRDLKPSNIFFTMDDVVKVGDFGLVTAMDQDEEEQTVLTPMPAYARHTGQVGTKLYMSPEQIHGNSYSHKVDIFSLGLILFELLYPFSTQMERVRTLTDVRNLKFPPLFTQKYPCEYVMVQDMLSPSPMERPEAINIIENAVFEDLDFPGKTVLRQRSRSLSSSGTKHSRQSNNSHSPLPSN
S1P4 agonist = agonists of human S1P4 receptor. 220,000 compounds, 0.35% hits. activation, % at 4.98 µM. O95977. S1P4-expressing cell line, agonist reporter assay; in the data active = activation above about 11%;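 also: 0% = DMSO vehicle and 100% = reference agonist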
Ba/F3 V617F tox = reduce viability of Ba/F3 cells dependent on JAK2V617F; Ba/F3 EpoR-JAK2V617F viability, ATP luminescence; inhibition, % at 5.6 µM; 220,000 compounds, 1.1% hits;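 active = inhibition above the campaign mean plus 3 SD over all tested compounds, cut at about 24% in these data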;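 also: cytokine-independent growth of Ba/F3 cells driven by EpoR plus mutant JAK2; 0% = DMSO-treated cells and 100% = JAK inhibitor I control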
Wee1 stabilizer = blocks degradation of human Wee1 kinase; AID 1321; P30291; reporter increase, % at 5 µM; HeLa Luc-Wee1K328M stability, luciferase luminescence; 100% = proteasome inhibitor MG132 effect; 220,000 compounds, 1.2% hits;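 active = activation above the mean of all tested compounds plus 3 SD, set per screening run, cut at about 8.8% in these data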;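 also: cells exposed to compound for 20 h before luminescence read; 0% = DMSO alone and 100% = MG132 at 30 µM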
S1P4 antag = human S1P4 receptor antagonism | S1P4-expressing cells, antagonist mode, reporter read-out | inhibition, % at 4.98 µM | 220,000 compounds, 0.26% hits | AID 1510; in the data active = inhibition above about 29%;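 also: 0% = wells stimulated with agonist and 100% = vehicle wells without agonist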
Active calls of the source: *; . = not tested or not shown; [ ] = another dose, or the depositor's remark.

SMILES	BaF3 parental	NPY-Y2 PAM-ag	eIF4E-4G inh	MDM2 E3 inh	PERK inhibitor	S1P4 agonist	Ba/F3 V617F tox	Wee1 stabilizer	S1P4 antag
CS(=O)(=O)Nc1ccccc1C(=O)NCc1ccco1	5	2	1	-6	0.1	4.9	1	2	-13
COc1cc(CCCN2C(=S)NC[C@@H]2Cc2ccccc2)cc(OC)c1OC	-3	2	0	.	-0.2	-0.5	5	4	-1
Cc1c(C(=O)O)cnc2cc(-c3ccc(Cl)cc3)nn12	4	10	-1	-11	1.5	1.2	0	0	-16
COc1ccc(-n2ncc3c(NCc4ccco4)ncnc32)cc1	2	4	-3	-17	0.5	-0.3	1	3	-7
CCOc1ccc(C(=O)NC(=S)Nc2ccc(NC(=O)c3ccco3)c(C)c2)cc1[N+](=O)[O-]	7	7	5	-7	0.6	-1.3	1	2	-22
NC(=O)c1c(-c2ccc(Cl)cc2Cl)csc1NC(=O)Cc1ccccc1	12	32*	0	-26	-0.3	0.6	38*	0	-23
O=C(NCCOCc1ccc(Cl)cc1)c1ncn[nH]1	1	7	5[fluorescence artefact?]	4	0.4	2.8	-5	0	-4
CC1CCC(NC(=O)COc2ccccc2C(N)=O)CC1 (stereo not drawn)	6	-17	5	-11	0.1	2.2	6	-1	-13
CCCNC(=O)c1cccc(Cn2cc(Br)c([N+](=O)[O-])n2)c1	6	8	2	-7	-2.1	-0.2	6	-3	-12
O=S(=O)(NCC1CCCO1)c1cccc(S(=O)(=O)N2CCCC2)c1 (stereo not drawn)	-2	14	4	-13	-0.1	1.9	-3	0	-18
CN1CCN(C(=O)c2ccccc2NC(=O)CCN2C(=O)c3ccccc3C2=O)CC1	5	12	2	-5	1.5	-0.9	-1	-3	-66
CCCn1c(-c2ccccc2)cc(SC)c(C#N)c1=O	3	6	2	-1	1.1	0.4	-3	6	5
Nc1nnc(SCC(=O)NC23CC4CC(CC(C4)C2)C3)s1	7	10	2	-26	-0.2	0.9	-1	4	2
CC(C)(C)NC(=O)N1CCn2cccc2C1c1ccccc1F (stereo not drawn)	4	12	4	-11	0.5	-1.2	-2	0	6
CC(=O)OC[C@H]1O[C@H](CCO/N=C(\C)CCN2CCCc3nc(C)c(C)cc32)C=C[C@@H]1OC(C)=O	12	-7	1	.	0.8	1.6	1	9.6*	0
COc1ccc(CCNC(=O)C(=O)N2CCCC2)cc1OC	0	17	3	-7	-0.3	0.4	1	-1	-14
O=C(N/N=C/c1cccc([N+](=O)[O-])c1)C1COc2ccccc2O1 (stereo not drawn)	0	-2	5	-10	-0.5	-2.1	2	5	-3
N#CC1=C(S)N(c2ccc(F)cc2)C(c2ccco2)NC1=O (stereo not drawn)	6	-7	0	-11	1.1	0.5	4	-4	-5
COc1ccc2c(c1O)Cc1ccccc1C2=O	3	-2	9	5	1.6	1.0	1	-2	-2
COC(=O)c1sccc1NC(=O)CC1C(=O)NCCN1C(=O)Nc1ccc(F)cc1F (stereo not drawn)	-3	3	-7	-16	-1.0	0.0	-2	4	-3
COc1ccc2[nH]c(=O)c(CN(Cc3cccs3)S(=O)(=O)c3c(C)ccc4nsnc34)cc2c1	1	-8	-32[fluorescence artefact?]	-13	0.2	-0.2	-2	-1	7
CC(=O)N/N=C(\C)CC(=O)NC(C)(C)C	1	8	-2	-7	0.7	-0.1	-2	-4	0
COc1cc2c(cc1OC)CN(Cc1cc(=O)oc3cc(C)c(Cl)cc13)CC2	6	-6	0	1	-1.1	-0.5	1	3	-1
CN1CCN(S(=O)(=O)c2ccc(Cc3ccc(S(=O)(=O)N4CCN(C)CC4)cc3)cc2)CC1	10	-5	0[fluorescence artefact?]	-5	-0.6	-0.6	6	-1	20
Cc1ccc(NS(=O)(=O)c2ccc(NC(=O)CSc3ccc(Cl)cc3)cc2)c(C)c1	6	19	6	-3	0.6	-2.4	-1	-1	-10
CC(OC(=O)CN1C(=O)NC(C)(C)C1=O)C(=O)c1ccccc1 (stereo not drawn)	2	-15	-2[fluorescence artefact?]	-8	0.3	-1.0	-1	1	-11
COc1cc(/C=N/NC(=O)[C@H](Cc2c[nH]c3ccccc23)NC(=O)OCC(C)C)cc([N+](=O)[O-])c1O	3	4	4	8	0.5	1.8	-1	-2	-18
Cc1ccc(OCC(=O)N(Cc2cccs2)C2CCS(=O)(=O)C2)cc1 (stereo not drawn)	0	-21	3	1	-1.1	0.3	-1	0	-5
COc1ccc2nc(NC(=O)C3CCN(S(=O)(=O)c4cnc[nH]4)CC3)sc2c1	7	17	-1	-22	0.0	0.9	0	-1	-7
O=C(c1ccccc1)c1ccc(OCCCN2CCCC2)cc1	10	-9	2	-13	-0.1	-0.8	2	0	-12
Cc1cccc(-c2cc(C(=O)NCCCn3ccnc3)c3ccccc3n2)c1	4	-12	-6	-6	-0.8	3.0	-2	0	2
CC(=O)c1c(C)[nH]c(C(=O)N(CCc2ccccc2)Cc2ccccc2)c1C	8	-2	4	-1	0.8	0.8	1	0	-18
CC1(C)CC(=O)c2sc(NC(=O)CN3C(=O)CCC3=O)nc2C1	4	-14	2[fluorescence artefact?]	-8	0.8	-0.3	0	0	-27
CC1CCN(CCC(=O)N2CCCc3c2c(=O)oc2ccc(O)cc32)CC1	1	11	-4	-12	1.6	-1.7	-1	2	4
C=CCOC(=O)C1=C(C)NC(SCC(=O)OCC)=C(C#N)C1c1ccc(O)c(OC)c1 (stereo not drawn)	-2	18	-16	-11	-0.5	-1.1	-4	-1	4
O=C(c1ccco1)N1CCN(S(=O)(=O)N2CCOCC2)CC1	4	6	0	-11	-0.3	2.2	-2	0	2
COc1ccc(NC(=O)CSc2cccc3cccnc23)c(OC)c1	2	4	0	.	-1.1	-0.1	-3	1	-16
COc1ccc(CCCc2nnc(SCc3nc4ccccc4c(=O)[nH]3)n2C)cc1C	7	0	1	-4	0.1	0.9	8	3	-14
S=c1[nH]ncn1/N=C/c1cccs1	-12	4	-13	.	2.3	0.5	-3	-3	5
O=C(CSc1ccccn1)Nc1nc2c(ccc3ccccc32)s1	5	-11	7	-1	-0.1	2.8	-1	-3	-8
CCN1C(=O)c2ccccc2S(=O)c2ccc(C(=O)N3CCN(C(=O)c4ccco4)CC3)cc21 (stereo not drawn)	-2	3	-2	-8	1.4	0.5	-4	0	3
Cn1c(=O)c2nc(Cl)c(-c3ccccc3)nc2n(C)c1=O	4	9	14[fluorescence artefact?]	-5	-0.4	-1.0	0	-2	-22
Cc1ccc(-n2c(O)cnc2Nc2nc(C)cc(C)n2)cc1	5	2	-2	-7	-0.7	0.8	-1	-2	-3
C/C(N)=C(/C#N)C(=O)CSc1nnc(SCc2ccc(Cl)cc2)s1	4	21	-4	-11	0.2	1.0	0	-1	-15
Cc1ccc(N2C(=O)C3C(c4ccccc4)N4CCCN4C3(C)C2=O)cc1 (stereo not drawn)	7	3	1	4	1.0	-1.2	-3	3	-17
COc1ccc(-c2ccc3c(n2)sc2c(=O)[nH]c(=O)[nH]c23)cc1OC	4	5	2	-11	0.2	-1.6	1	4	5
CC1CCc2c(sc(NC(=O)C3c4ccccc4Oc4ccccc43)c2C(N)=O)C1 (stereo not drawn)	5	11	14	-8	0.9	0.8	-2	-1	-24
CCOC(=O)C1CCN(C(=O)C2CCCCC2)CC1	4	2	1	-5	0.1	-0.2	3	0	-8
OCCC1CN(Cc2cc(F)ccc2-n2cccn2)CCN1Cc1ccc(F)cc1 (stereo not drawn)	-2	-7	-3	-13	-0.8	-0.8	0	0	11
COCCSc1ccccc1C(=O)Nc1nnc(C)s1	5	-3	3	9	-0.4	1.8	3	-1	-1

Some of these compounds in order of SMILES length, lowest first:
SMILES	BaF3 parental	NPY-Y2 PAM-ag	eIF4E-4G inh	MDM2 E3 inh	PERK inhibitor	S1P4 agonist	Ba/F3 V617F tox	Wee1 stabilizer	S1P4 antag
CCOC(=O)C1CCN(C(=O)C2CCCCC2)CC1	4	2	1	-5	0.1	-0.2	3	0	-8
C/C(N)=C(/C#N)C(=O)CSc1nnc(SCc2ccc(Cl)cc2)s1	4	21	-4	-11	0.2	1.0	0	-1	-15
CCN1C(=O)c2ccccc2S(=O)c2ccc(C(=O)N3CCN(C(=O)c4ccco4)CC3)cc21 (stereo not drawn)	-2	3	-2	-8	1.4	0.5	-4	0	3

Next records
SMILES	BaF3 parental	NPY-Y2 PAM-ag	eIF4E-4G inh	MDM2 E3 inh	PERK inhibitor	S1P4 agonist	Ba/F3 V617F tox	Wee1 stabilizer	S1P4 antag
CCCCOc1ccc(C(=O)NCC(=O)OC2CCOC2=O)cc1 (stereo not drawn)	2	-7	1	-24	-0.3	-2.6	0	2	-14
COc1cccc(C(=O)Nc2ccc(NC(=O)c3ccco3)c(Cl)c2)c1	6	-5	2	-14	0.8	-0.9	3	3	1
C=CCNC(=S)NCC	1	-7	-3	-6	-0.7	2.5	-4	1	-11
CC(CCC(=O)Nc1nncs1)C(=O)O (stereo not drawn)	3	-11	1[fluorescence artefact?]	-12	1.3	3.7	0	2	-2
COc1ccc(OC)c(-c2c[n+](=O)c3c(n2[O-])CCCC3)c1	2	3	6	-26	0.8	-0.1	-6	-1	-14
COc1ccccc1NC(=O)CN(c1ccccc1F)S(C)(=O)=O	4	-6	-2[fluorescence artefact?]	-6	0.7	0.1	-1	-2	-5
CN(c1ccc(C(=O)NC2CC3CCC2C3)cc1)S(C)(=O)=O (stereo not drawn)	7	-3	2[fluorescence artefact?]	0	1.8	-0.9	-1	-2	0
CC(C)[C@H](N)c1nnc(SCC(=O)c2ccc(Cl)cc2)o1	7	-17	2	-16	-1.4	1.4	1	-1	-6
CCC(C)(C)NC(=O)CCn1c(-c2ccccc2)cc(C(C)=O)c1C	2	2	-4	0	-0.2	1.4	1	-1	-12
NS(=O)(=O)c1ccc2c(c1)oc(=O)c1cc(S(N)(=O)=O)ccc12	10	10	0	-9	0.3	-0.4	4	-2	7
CN(C)/C=C/C(=O)c1cccc(Oc2ncccn2)c1	6	1	-2	-3	0.7	-0.6	5	1	2
CN1CCN(S(=O)(=O)c2ccc(NC(=O)C(C)(C)C)cc2)CC1	5	-1	3	-20	0.9	-0.7	2	1	-17
CCc1nnc(NC(=O)c2ccc(OCc3c(C)noc3C)c(OC)c2)s1	7	6	1	-12	-0.4	-0.9	-2	-2	-6
O=C(NCc1ccncc1)NC12CC3CC(CC(C3)C1)C2	-3	-11	3	-6	1.4	-0.8	-2	2	8
CCOc1cc(/C=N/Nc2cccc(C(=O)O)c2)ccc1OCC(=O)N1CCCCC1	7	-2	-2	-9	0.2	1.6	1	6	-3
COc1ccc2nc3cccc(OC)c3nc2c1	-5	3	4	-2	0.5	0.5	-1	2	-13
CCOC(=O)N1CCN(C(=O)/C(=C/c2cccc3ccccc23)NC(=O)c2ccc(OC)c(OC)c2)CC1	2	4	6	-6	-0.1	0.6	0	0	5
COc1cc(/C=C(\NC(=O)c2ccccc2)C(=O)NCCO)c([N+](=O)[O-])cc1OC	1	1	-1[fluorescence artefact?]	-20	1.6	0.1	-1	-1	1
COc1ccc2c(CN3CCN(S(=O)(=O)c4cccs4)CC3)cc(=O)oc2c1	3	6	-3	-7	-0.9	-0.8	-4	-1	-18
O=c1c2ccccc2nc2n1CCCN2	-1	-11	3	-6	0.1	1.9	-1	-2	-6

Rows are unselected (roughly 4.1% active in at least one column).
